Screening data from PubChem.
STAT3 act – increases IL-6 driven STAT3 reporter signal. U3A cells, IL-6 STAT3-luciferase reporter, luminescence; 100% = signal with IL-6 EC80 alone. AID 871. activation (% of control), % at 5.6 µM. actives 0.91% (n = 190,000);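 active = activation above the screen-wide mean of compound activation plus 3 SD, cut at about 130% in these data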;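 note: 0% = background luminescence of wells with medium and substrate only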
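Material: STAT3-luciferase reporter U3A cells; Probe or stimulus: IL-6 (33 ng/mL); Incubation: compound pre-incubation 1 h before IL-6, then 6 h stimulation at 37 °C; Technique: luminescence from STAT3-driven luciferase reporter; Evaluation: % activation versus median of IL-6-stimulated wells; Controls: IL-6-only high control.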
TLR4 MyD88 comp – blocks binding of human TLR4 to MyD88; inhibition, % at 8.4 µM; HeLa CL3-4 TLR4/MyD88 BLA complementation, FRET ratio; actives 0.18% (n = 200,000); O00206+Q99836; in the data active = inhibition above about 25%;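 note: 0% = vehicle and 100% = reference inhibitor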
Target sequence (O00206 whole entry, looked up): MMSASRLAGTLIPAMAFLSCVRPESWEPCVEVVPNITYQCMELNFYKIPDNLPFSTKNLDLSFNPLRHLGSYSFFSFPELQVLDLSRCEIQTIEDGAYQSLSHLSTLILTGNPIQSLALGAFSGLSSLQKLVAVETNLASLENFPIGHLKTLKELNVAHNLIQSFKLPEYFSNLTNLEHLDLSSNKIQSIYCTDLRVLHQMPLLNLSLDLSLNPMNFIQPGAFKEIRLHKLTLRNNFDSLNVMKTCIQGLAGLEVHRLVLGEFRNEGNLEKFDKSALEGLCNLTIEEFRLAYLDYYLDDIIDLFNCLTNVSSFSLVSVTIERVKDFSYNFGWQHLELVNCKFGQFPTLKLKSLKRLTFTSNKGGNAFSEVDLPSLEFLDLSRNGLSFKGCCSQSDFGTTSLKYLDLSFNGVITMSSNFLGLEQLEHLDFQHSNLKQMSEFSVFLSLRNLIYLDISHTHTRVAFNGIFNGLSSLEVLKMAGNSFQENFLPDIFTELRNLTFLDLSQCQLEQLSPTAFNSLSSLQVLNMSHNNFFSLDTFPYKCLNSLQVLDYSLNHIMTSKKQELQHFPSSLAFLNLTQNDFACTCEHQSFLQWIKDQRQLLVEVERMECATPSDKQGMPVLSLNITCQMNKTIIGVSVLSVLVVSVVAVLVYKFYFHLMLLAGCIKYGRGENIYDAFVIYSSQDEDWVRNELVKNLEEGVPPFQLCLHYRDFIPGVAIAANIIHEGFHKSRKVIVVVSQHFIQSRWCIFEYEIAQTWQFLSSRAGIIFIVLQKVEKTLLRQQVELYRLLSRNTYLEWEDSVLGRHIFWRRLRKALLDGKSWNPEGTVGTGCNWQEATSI
Target sequence (Q99836 whole entry, looked up): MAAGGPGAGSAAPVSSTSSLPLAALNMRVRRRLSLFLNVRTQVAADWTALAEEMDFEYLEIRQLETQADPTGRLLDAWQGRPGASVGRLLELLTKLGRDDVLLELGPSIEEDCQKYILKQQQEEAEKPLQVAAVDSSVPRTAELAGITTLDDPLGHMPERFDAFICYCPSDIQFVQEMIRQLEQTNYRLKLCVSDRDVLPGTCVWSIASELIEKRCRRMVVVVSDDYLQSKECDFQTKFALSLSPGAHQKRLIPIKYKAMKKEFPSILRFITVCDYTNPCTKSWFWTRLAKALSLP
STAT1 blocker – STAT1 signaling inhibition; NIH 3T3 STAT1-luciferase reporter, IFN-gamma, luminescence; inhibition, % at 5.5 µM; actives 0.35% (n = 200,000); AID 920;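 active = inhibition above a set limit, the mean inhibition across all tested compounds plus 3 SD, cut at about 34% in these data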;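 note: 0% = IFN-gamma with DMSO and 100% = IFN-gamma with 300 µM nifuroxazide; values of inactives mirror those of a sister screen read the other way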
HMGR II inh – inhibitors of class II HMG-CoA reductase from Enterococcus faecalis; actives 0.41% (n = 190,000); purified E. faecalis HMGR, NADPH absorbance 340 nm kinetic; inhibition, % at 10 µM;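 active = inhibition above a set limit, the median over all tested compounds plus 3 SD, cut at about 9.5% in these data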;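 note: enzyme runs in reverse so mevalonate oxidation gives rising NADPH absorbance; 0% = complete reaction with DMSO and 100% = background rate lacking mevalonate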
NF-kB expr up – NF-kB expression increase, human neuronal cells. NF-kB reporter expression; stronger effect = higher value. fold change at 12.5 µM. actives 1.6% (n = 190,000); in the data active = fold change above about 3.3
Hsp70 activator – switches on Hsp70 transcription; HeLa Hsp70 promoter luciferase reporter, luminescence; scaled: vehicle 0, proteasome-inhibitor control 100%; activation, % at 10 µM; actives 0.04% (n = 200,000);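 active = activation above the mean across all tested compounds plus 3 SD, cutoff set per campaign, cut at about 5.5% in these data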;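 note: 100% = MG132 at 30 µM as the positive control and 0% = DMSO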
Redox H2O2 prof – compounds producing H2O2 with reducing agent – biochemical, NIH compound library profiling, artefact control for MLSCN library redox annotation, primary screen; activation, % at 10 µM; AID 878; DTT-dependent redox cycling H2O2, phenol red/HRP absorbance; 100% = 100 µM peroxide control, 0% = buffer; actives 0.03% (n = 200,000);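 active = activation of at least 50% relative to the plate's high and low controls in the primary single-dose screen; inactive = activation below 50%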;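 note: compound incubated with DTT at 0.8 mM final as the reducing agent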
STAT1 act – activators of IFN-gamma induced STAT1 signaling. activation (% of control), % at 5.5 µM. NIH 3T3 STAT1-luciferase reporter, luminescence; 100% = IFN-gamma alone, no compound. actives 2.6% (n = 200,000);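 active = activation above the screen-wide mean activation plus 3 SD, cut at about 130% in these data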;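 note: raw ratio to IFN-gamma control signal so 100% means no change and 0% no light; values of inactives mirror those of a sister screen read the other way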
APP 5'UTR act – APP 5'UTR luciferase reporter activation. SH-SY5Y APP 5'UTR luciferase reporter, luminescence; zero percent = DMSO vehicle wells. activation, % at 2 µM. actives 1% (n = 190,000);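 active = activation above a set limit, based on mean plus 3 SD of controls, cut at about 140% in these data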; note: values of inactives mirror those of a sister screen read the other way
STAT3 blocker – inhibitors of IL-6 induced STAT3 signaling; inhibition, % at 5.5 µM; U3A cells, IL-6 STAT3-luciferase reporter, luminescence; host cell line lacks STAT1; actives 0.89% (n = 190,000);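 active = inhibition above the mean inhibition across all screened compounds plus 3 SD, cut at about 44% in these data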;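 note: 0% = DMSO only wells and 100% = 100 µM nifuroxazide control wells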
* hit, by the source's call; · = not tested or not shown. Compounds were not picked by outcome. About 5.6% of those tested had a hit in this group.

Values run as follows: STAT3 act	TLR4 MyD88 comp	STAT1 blocker	HMGR II inh	NF-kB expr up	Hsp70 activator	Redox H2O2 prof	STAT1 act	APP 5'UTR act	STAT3 blocker
COc1ccc(-c2nn(CCC(=O)O)cc2CCC(=O)O)cc1
  104.7	1.8	4.3	-1.0	1.13	0.1	0.1	96.0	12.1	1.0
COc1ccc(CCN(C(=O)C(F)(F)F)C(C(=O)NC2CCCC2)c2cccs2)cc1OC (stereo not drawn)
  105.8	7.9	11.4	2.2	0.86	-0.2	-2.0	90.3	8.6	3.2
COc1cccc(NC(=O)COc2ccc(S(=O)(=O)NC(C)C)cc2)c1
  97.2	5.0	-2.1	-2.0	1.16	-0.1	-1.7	100.9	-2.5	7.0
O=C(O)CCC(=O)Nc1ccccc1C(=O)NCc1ccccc1
  101.1	-0.8	-2.2	3.2	1.13	-0.2	0.1	101.9	19.6	-3.9
COc1ccc(/C=C2/CCc3ccccc3C2=O)cc1CN1CCOCC1
  100.6	1.3	4.5	-0.2	0.86	-0.4	-0.3	96.0	32.7	4.0
CCC1=NN2C(=N)/C(=C\c3cccn3-c3ccc(Br)cc3)C(=O)N=C2S1
  91.1	-6.0	5.2	-6.0	1.6	0.2	-0.9	94.6	-3.8	20.5
O=C(CN1CCN(c2ccc(O)cc2)CC1)Nc1cc(S(=O)(=O)N2CCOCC2)ccc1Cl
  103.3	-3.3	-3.1	0.0	1.52	-0.3	-0.4	102.7	2.4	0.1
c1ccc2c(c1)OCC(c1csc3ncnc(N4CCCC4)c13)O2 (stereo not drawn)
  101.2	-5.5	20.2	-7.0	0.71	-0.3	0.8	87.5	·	-1.4
Fc1ccccc1CSc1nnnn1-c1ccc2c(c1)OCO2
  115.6	-0.3	-2.9	-4.9	1.45	-0.1	-2.7	102.7	17.7	-14.5
CCNC(=O)NC(=O)C(C)Sc1nc2ccccc2n1CC(C)C (stereo not drawn)
  93.6	-2.8	2.0	-5.3	1.08	-0.2	0.6	98.2	13.7	11.5

Values run as follows: STAT3 act	TLR4 MyD88 comp	STAT1 blocker	HMGR II inh	NF-kB expr up	Hsp70 activator	Redox H2O2 prof	STAT1 act	APP 5'UTR act	STAT3 blocker
Cc1ccccc1-n1c(SCC(N)=O)nc2sc(-c3ccccc3)cc2c1=O
  84.0	-6.9	-2.2	1.3	1.14	-0.4	-0.1	102.0	-3.4	19.5
O=C1c2ccccc2C(=O)N1/N=C/c1ccc(Oc2ccc([N+](=O)[O-])cn2)cc1
  110.7	-26.9	-2.2	-2.4	1.08	-0.2	-0.8	102.2	9.9	-2.0
CC1=C(C#N)C(NC(=O)c2ccc(C)cc2)(C(F)(F)F)C(=O)N1 (stereo not drawn)
  103.6	9.5	4.4	-1.8	1.08	-0.1	1.3	96.1	5.6	7.2
Nc1nc(SCC(=O)Nc2ccc(S(N)(=O)=O)cc2)n[nH]1
  102.0	2.3	-4.1	-4.0	1.13	-0.3	-0.3	104.4	5.0	0.1
O=C(Cn1ncc(N2CCCC2)c(Br)c1=O)c1ccc(Cl)cc1
  101.4	-12.3	-35.8	-1.1	1	0.4	-1.0	130.2*	71.1	3.5
Cc1cc(C)c(C)c(C(=O)CSc2nnc(-c3ccc4[nH]c(C)c(C)c4c3)o2)c1C
  93.2	-3.6	-5.3	5.7	1.16	-0.1	-0.5	96.8	14.8	10.2
CC(C)C(=O)Nc1ccc(-c2csc(-c3ccccc3)n2)cc1
  100.2	2.3	-46.2	-4.8	1.77	0.0	1.8	141.6*	133.2	11.1
O=C(NCc1ccco1)c1cc(S(=O)(=O)N2CCOCC2)c(Cl)cc1Cl
  97.4	-4.4	-2.8	-0.3	1.01	0.0	-2.3	104.0	5.7	7.5
O=C(/C=C/Nc1ccccc1C(=O)O)c1cccs1
  93.8	2.8	-46.9	-1.5	0.98	-0.2	0.3	142.8*	49.8	6.0
Cc1ccc(C(=O)C[n+]2ccc3ccccc3c2)cc1
  111.8	-19.6	10.0	-1.8	1.55	0.1	-0.7	89.0	9.4	-3.9

Values run as follows: STAT3 act	TLR4 MyD88 comp	STAT1 blocker	HMGR II inh	NF-kB expr up	Hsp70 activator	Redox H2O2 prof	STAT1 act	APP 5'UTR act	STAT3 blocker
CC(C)(c1ccccc1)c1ccc(OCCCNCCO)cc1
  104.5	-2.1	3.8	-2.2	0.69	0.0	0.1	96.4	5.9	0.9
Cc1cc(C)cc(N(C(=O)c2sc(C)nc2C)C(C(=O)NCc2ccco2)c2ccccc2)c1 (stereo not drawn)
  104.8	-6.0	-2.2	2.5	0.68	0.2	0.6	102.0	-0.1	-3.2
COC(=O)CSc1nnc(CNc2ccc(OC)cc2)n1C
  99.3	-7.1	3.2	-2.1	1.21	-0.1	1.7	97.0	4.3	3.6
Cc1ccccc1OCC(=O)NNC(=O)Nc1ccc(Cl)cc1
  104.9	8.2	-5.6	-3.1	1.06	0.1	1.8	105.0	-9.5	5.8
O=C(Nc1ccc(Cl)cc1)[C@@H]1[C@@H]2C(=O)N(c3ccc(Cl)cc3)C(=O)[C@@H]2[C@H]2C=CC=NN21
  127.1	2.6	4.8	0.2	1.18	-0.5	1.1	95.5	-20.0	-24.5
CCn1cc(C(=O)OCC(=O)Nc2cccc(Cl)c2Cl)c(=O)c2ccc(C)nc21
  105.5	4.2	4.0	-2.3	0.99	-0.4	-0.1	97.8	-13.4	-1.2
CCOc1ccccc1CNC(=O)c1nn(CC)cc1[N+](=O)[O-]
  92.6	-6.7	16.5	-0.8	1.1	0.1	0.1	85.3	-7.7	6.6
O=C(CCC1COc2ccccc2O1)NCc1ccco1 (stereo not drawn)
  101.7	10.8	-4.7	-0.3	0.88	-0.5	-1.2	100.3	6.5	1.0
CC(=O)NC(=O)COC(=O)c1ccc2ncsc2c1
  102.2	-5.0	-4.8	-1.1	·	0.0	-0.4	102.6	8.8	2.6
CCCn1c(CN2CCN(C(=O)OCC)CC2)nc2c1c(=O)n(C)c(=O)n2C
  ·	-12.6	24.9	1.5	1.18	-0.3	0.2	76.2	8.8	·

Some entries already given, reduced to TLR4 MyD88 comp and Redox H2O2 prof:
compound | TLR4 MyD88 comp | Redox H2O2 prof
CC1=C(C#N)C(NC(=O)c2ccc(C)cc2)(C(F)(F)F)C(=O)N1 (stereo not drawn) | 9.5 | 1.3
Nc1nc(SCC(=O)Nc2ccc(S(N)(=O)=O)cc2)n[nH]1 | 2.3 | -0.3
O=C(Cn1ncc(N2CCCC2)c(Br)c1=O)c1ccc(Cl)cc1 | -12.3 | -1.0

Pulled one by one from the list above (two):
Values run as follows: STAT3 act	TLR4 MyD88 comp	STAT1 blocker	HMGR II inh	NF-kB expr up	Hsp70 activator	Redox H2O2 prof	STAT1 act	APP 5'UTR act	STAT3 blocker
COc1cccc(NC(=O)COc2ccc(S(=O)(=O)NC(C)C)cc2)c1
  97.2	5.0	-2.1	-2.0	1.16	-0.1	-1.7	100.9	-2.5	7.0
COC(=O)CSc1nnc(CNc2ccc(OC)cc2)n1C
  99.3	-7.1	3.2	-2.1	1.21	-0.1	1.7	97.0	4.3	3.6

The list goes on.
Values run as follows: STAT3 act	TLR4 MyD88 comp	STAT1 blocker	HMGR II inh	NF-kB expr up	Hsp70 activator	Redox H2O2 prof	STAT1 act	APP 5'UTR act	STAT3 blocker
CC1(C)CC(=O)C/C(=N\NC(=O)C2C3CCCCC32)C1 (stereo not drawn)
  102.0	-5.0	-3.4	-0.2	1.19	-0.2	0.2	101.1	7.8	1.1
S=C(NC1CCCC1)NN1CCOCC1
  99.2	-24.8	2.8	-6.3	0.95	0.0	0.3	97.6	1.4	10.0
Cc1nn(C/C(C#N)=N\O)c(C)[n+]1N
  96.3	0.0	5.1	·	1.03	-0.3	0.9	95.3	2.6	8.0
CCCn1c(CNc2ccccc2O)nc2ccccc21
  102.0	-2.4	14.7	-0.9	0.76	0.6	3.7	86.4	-9.8	0.3
COc1ccc(CC(=O)Nc2ccc(C(=O)NC(C)(C)C)cc2)cc1OC
  93.8	2.5	-4.8	-5.7	0.97	-0.2	0.2	102.0	7.4	9.5
O=C(O)/C=C/C(=O)NNC(=O)c1ccc(Cl)cc1Cl
  101.6	20.1	-8.9	-6.1	1.2	-0.2	0.0	108.0	-8.6	3.9
CCc1ccc(CN(C)CC(=O)Nc2ccc3c(c2)CCC3)cc1
  106.5	-10.0	10.1	-6.5	1.02	-0.2	-1.5	90.4	-4.9	-6.3
COC(=O)c1ccc(C(=O)Nc2nnc(-c3cccnc3)o2)cc1
  108.5	-1.1	1.9	4.2	0.98	-0.3	-0.6	96.3	-4.1	-2.5
Cn1c(=O)c(=O)n(C)c2cc(S(=O)(=O)N3CCN(c4cccc(C(F)(F)F)c4)CC3)ccc21
  101.9	-2.4	-8.4	-2.4	1.11	-0.6	4.4	107.7	12.6	2.7
CN1C=CC2=C(C#N)C(N)C(C#N)(C#N)[C@H](c3ccccc3)[C@H]2C1 (stereo partly drawn)
  102.0	-9.6	0.3	-1.2	1.41	-0.6	3.3	99.7	-0.7	2.5

Values run as follows: STAT3 act	TLR4 MyD88 comp	STAT1 blocker	HMGR II inh	NF-kB expr up	Hsp70 activator	Redox H2O2 prof	STAT1 act	APP 5'UTR act	STAT3 blocker
COc1ccc(N=CC2=C(O)c3ccccc3C2=O)c(OC)c1
  15.4	-0.9	73.6*	-17.0	1	-0.1	2.6	32.9	176.5*	98.8*
O=C1NC(c2cccc(Cl)c2)Nc2ccccc21 (stereo not drawn)
  88.8	16.1	-6.8	-1.4	·	-0.2	-0.3	106.6	6.9	18.5
COCCCNC(=O)CNC(=S)N(Cc1cc(OC)c(OC)c(OC)c1)C1CCCC1
  100.8	-7.7	-6.5	-9.2	1.3	-0.5	-0.4	105.7	-0.8	2.9
CCOc1ncccc1C(=O)Nc1cccc(Cl)c1Cl
  85.0	-1.2	-7.8	-1.1	0.97	-0.2	-2.2	105.8	13.8	23.7
C/C(=N\NC(=O)COc1ccccc1)c1cccs1
  107.3	-6.7	-18.3	-1.3	1.99	-0.1	0.0	116.3	16.3	-10.2
O=C(COC(=O)c1cncc(Br)c1)NC1CC1
  102.9	1.2	-6.5	-3.4	1.11	0.0	0.2	106.0	-2.3	3.6
CCOC(=O)Cc1csc(NC(=O)CSc2nc3sc(C(=O)O)c(C)c3c(=O)[nH]2)n1
  99.1	11.9	-3.2	-1.5	1.13	-0.1	1.2	108.0	·	1.2
O=C(Cc1ccccc1F)Nc1ccc(Cl)nc1
  104.6	-3.5	1.0	-0.1	1.24	-0.2	1.2	99.1	2.1	-2.3
CC1NC(C)(C)Cc2c1ccc1ccccc21 (stereo not drawn)
  99.5	3.6	-9.8	-6.6	1.07	0.1	0.2	107.2	-11.2	2.8
OCCNCc1ccc(OC2CCCC2)cc1
  101.5	-2.2	-1.8	2.8	1.26	-0.3	3.4	101.6	-0.7	1.8
Cc1ccc(CNc2nc(N)c([N+](=O)[O-])c(Nc3cccc(F)c3)n2)cc1
  93.2	-9.8	-2.1	-1.8	0.95	-0.2	0.9	102.0	-7.0	12.3
Cc1ccc(C(=O)NCC(=O)NCC(=O)OCC(=O)c2ccc([N+](=O)[O-])cc2)cc1
  102.7	12.7	1.2	-6.0	0.93	0.7	2.3	98.9	-7.5	3.3
